Assay outcomes: PubChem BioAssay, several laboratories
MrgX1 PAM: human MrgX1 positive allosteric modulation, primary screen. Q96LB2. 0.63% of 310,000 active. B-score at 10 µM. MrgX1-HEK293, Fluo-4 calcium flux, FDSS; hits give high values;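 active means plate-corrected calcium response at least 3 library SD above typical, normal starting fluorescence, not activating the receptor alone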;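 further: compound read alongside a low EC10 to EC30 dose of BAM8-22 agonist; peak minus trough fluorescence over baseline measured at the second addition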
Target sequence (Q96LB2 whole entry, looked up): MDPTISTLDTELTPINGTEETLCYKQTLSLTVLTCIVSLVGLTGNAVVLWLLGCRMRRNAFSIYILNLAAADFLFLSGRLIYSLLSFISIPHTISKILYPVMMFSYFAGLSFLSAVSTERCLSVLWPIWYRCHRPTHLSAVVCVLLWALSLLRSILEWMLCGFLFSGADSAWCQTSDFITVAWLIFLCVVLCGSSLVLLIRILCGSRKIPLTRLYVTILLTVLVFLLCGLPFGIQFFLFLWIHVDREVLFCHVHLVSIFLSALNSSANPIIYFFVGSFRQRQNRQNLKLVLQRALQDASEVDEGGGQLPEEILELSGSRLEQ
MrgX1 antagonist: human MrgX1 receptor antagonism, primary screen. Q96LB2. MRGX1-HEK293 calcium flux, Fluo-4, BAM8-22 antagonism; hits give low values. B-score at 10 µM. 1.3% of 310,000 active;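 active means calcium-response B-score plate-corrected more than 3 library SD below zero, starting fluorescence within 5 deviations, no agonist response on first addition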;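 further: peak minus trough fluorescence over baseline after final BAM8-22 challenge near maximal dose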
HIF act: HIF pathway transcriptional activation | U2OS HRE-luciferase reporter, luminescence; normalized: DMSO 0%, desferrioxamine 100% | activation, % at 7.5 µM (by protocol) | 0.32% of 300,000 active;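 active means mean activation of at least 10% of the iron chelator positive control signal, with at least half of replicates also reaching 10%; inconclusive means mean and replicate majority disagree about reaching 10%; inactive means mean and most replicates under 10%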
SKKanGAS inh: blocks kanamycin growth of S. pyogenes SKKanGAS strain; BacTiter-Glo, 6 h; inhibition, % at 7.5 µM; 1.3% of 300,000 active; AID 1662;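 active means mean replicate score, as percent of positive control median, at least 50; inconclusive means mean below 50 but one replicate at or above 50; inactive means mean and every replicate below 50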;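 further: strain carries kanamycin resistance gene driven by streptokinase promoter and grows in 40 µg/ml kanamycin; loss of luminescence reflects streptokinase promoter inhibition or plain growth inhibition; 0% = median of DMSO wells and 100% = positive control at its reference dose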
TRPC4 block: TRPC4 (mouse) channel inhibition; B-score at 10 µM; 0.39% of 300,000 active; HEK293 TRPC4beta/mu-opioid, DAMGO-evoked Fluo4 calcium flux; hits give low values; Q9QUQ5; AID 2247;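 active means B-score over 3 SD under the library average, no early fluorescence shift, positive overall ratio signal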
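Material: HEK293 cells with stable TRPC4beta plus mu-opioid receptor expression / Probe or stimulus: DAMGO in two steps, submaximal then maximal / Compound: single concentration per test compound / Technique: kinetic Fluo4 fluorescence imaging of calcium influx / Read-out: per-well B score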
TRPC6 activator: activates the mouse TRPC6 cation channel; AID 2550; B-score at 10 µM; 0.13% of 310,000 active; Q61143; HEK293-TRPC6 membrane potential dye fluorescence; hits give high values;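 active means B-score of the integrated fluorescence ratio above library mean plus 3 SD, and starting fluorescence ratio within library mean plus 5 SD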;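 further: higher score means more depolarization so channel activation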
Platelet DG rel: platelet dense granule release activity; AID 1663; inhibition, %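 (compounds screened at 7.5 µM in platelet-rich plasma)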; human platelet-rich plasma, SFLLRN dense granule ATP release, luminescence; 0.22% of 300,000 active;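 active means mean replicate score, as percent of positive control, at or above 50; inconclusive means mean below 50 but at least one replicate at or above 50; inactive means mean and every replicate below 50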
TRPC6 inhibitor: blocks the mouse TRPC6 cation channel; HEK293-TRPC6, membrane potential dye, ACh-evoked depolarization; hits give low values; B-score at 10 µM; 1.1% of 310,000 active; AID 2553;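 active means B-score under library mean minus 3 SD, initial fluorescence not abnormally high, positive integrated signal ratio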;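 further: B-score derived from integrated fluorescence ratio over the kinetic read; more negative B-score means stronger inhibition of depolarization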
RGS4 inh: inhibitors of human RGS4. P49798. B-score at 10 µM. HEK293 M3R/RGS4 inducible, Fluo-4 calcium flux; hits give high values; triggered by carbachol at its EC20. 0.45% of 310,000 active;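 active means B-score, a plate-corrected calcium signal, over three deviations above library mean, with baseline fluorescence within five deviations of library mean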;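 further: RGS4 expression induced by doxycycline in cells with stable M3 receptor; B-score is computed from the integrated fluorescence ratio over baseline after carbachol; higher B-score means a larger calcium signal and so more RGS4 inhibition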
Target sequence (P49798 whole entry, looked up): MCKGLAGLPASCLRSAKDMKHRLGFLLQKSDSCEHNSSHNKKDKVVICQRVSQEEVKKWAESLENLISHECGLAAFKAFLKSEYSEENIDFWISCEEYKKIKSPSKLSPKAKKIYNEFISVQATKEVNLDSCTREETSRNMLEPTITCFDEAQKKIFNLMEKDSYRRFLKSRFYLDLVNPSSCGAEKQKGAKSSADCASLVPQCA
MrgX1 ag: agonists of human MrgX1 receptor. B-score at 10 µM. 0.44% of 310,000 active. MrgX1-HEK293 cells, Fluo-4 calcium fluorescence, agonist mode; hits give high values;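 active means calcium response B-score plate-corrected fluorescence ratio at least 3 library SD, with starting fluorescence B-score inside 5 SD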
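Material: MrgX1-expressing HEK293 cells / Dosing: compound as first of three additions / Incubation: overnight seeding, then 1 h dark dye loading / Signal: Fluo-4 NW calcium fluorescence / Evaluation: B-scored fluorescence response ratio / Benchmarks: positive and negative control wells on each plate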
RGS4 pot: RGS4 potentiation or activation; HEK293 M3R/inducible RGS4, carbachol calcium flux Fluo4; hits give low values; B-score at 10 µM; 0.92% of 310,000 active; AID 463111;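 active means B-score of the integrated calcium signal more than 4 SD below the library mean, with starting fluorescence not abnormally high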;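 further: negative B-score means reduced calcium response which marks RGS4 activation or potentiation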
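Material: M3R-expressing HEK293 line, RGS4 induced by doxycycline | Schedule: Overnight RGS4 induction, 30 min dye load 37 °C, 20 min compound RT | Measured by: Fluo4 fluorescence kinetic imaging of calcium | Read-out: Integrated calcium ratio converted to B score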
Active calls of the source: *; i = inactive; ? = inconclusive; . = no result given.

SMILES | MrgX1 PAM | MrgX1 antagonist | HIF act | SKKanGAS inh | TRPC4 block | TRPC6 activator | Platelet DG rel | TRPC6 inhibitor | RGS4 inh | MrgX1 ag | RGS4 pot
CC(=O)CCN1C(=O)NC2(CCCc3ccccc32)C1=O (configuration not stated) | i | i | -0.1 | 1 | i | i | -6 | i | i | i | i
Cc1cc(-c2nn(C)c(=O)c3ccccc23)ccc1CNC(=O)NC1CCCCC1 | i | i | -0.1 | 0 | i | i | 2 | i | i | i | i
O=C(/C=C/c1ccccc1)Nc1ccc(S(=O)(=O)N2CCOCC2)cc1 | i | i | -0.3 | 2 | i | i | -18 | i | i | i | i
CCSc1nnc(NC(=O)CSc2nnc(CNC(=O)c3cc(OC)c(OC)c(OC)c3)o2)s1 | i | i | 0.0 | 1 | i | i | -12 | i | i | i | i
Cc1ccccc1C(=O)c1c[nH]c(C(=O)NCc2cccs2)c1 | i | i | 0.1 | -5 | i | i | -10 | i | i | i | i
O=C(/C=C/c1ccco1)NCC1OCCc2ccccc21 (configuration not stated) | i | i | -0.2 | 6 | i | i | -1 | i | i | i | i
Cc1[nH]c2ccccc2c1C(=O)COC(=O)c1ccc2c(=O)n3c(nc2c1)CCC3 | i | i | -0.1 | 93* | i | i | -22 | i | i | i | i
CCc1ccc(-c2cc(C(=O)Nn3cnnc3)c3ccccc3n2)cc1 | i | i | -1.6 | 32 | i | i | 45 | i | i | i | i
CC(NC(=O)C1CCCN1S(=O)(=O)c1ccc2c(c1)n(C)c(=O)c(=O)n2C)c1ccccc1 (configuration not stated) | i | i | 0.1 | 5 | i | i | 0 | i | i | i | i
Cc1cccc(-c2cc3nc4c(c(NCc5ccco5)n3n2)CCCC4)c1 | i | i | . | 15 | i | i | 15 | i | i | i | i
COc1cc(NC(=O)CN(C)S(=O)(=O)c2ccc3c(c2)CCC(=O)N3)cc(OC)c1 | i | i | -0.1 | -5 | i | i | 23 | i | i | i | i
Cc1ccc(C(=O)N2CCC3(CC2)Oc2ccc(Cl)cc2C(=O)C32CC(c3ccc(Cl)cc3)=NO2)s1 (configuration not stated) | i | i | 0.2 | 11 | . | i | -4 | i | i | i | i
C[C@@H]1CC=C[C@H]2[C@H]1C(=O)N(Cc1ccccc1)[C@H]2c1ccc2ccccc2c1Br | . | . | -0.9 | 57* | . | i | -2 | i | i | . | i
COc1ccc(F)cc1C(=O)C1CCCN(C(=O)Cc2c(C)noc2C)C1 (configuration not stated) | i | i | -0.4 | 2 | i | i | -2 | i | i | i | i
COc1ccc(CCc2nnc(CCC(=O)NCCc3ncccc3C)o2)cc1 | i | i | 0.4 | 1 | i | i | -1 | i | i | i | i
COc1c(Cl)cc(Br)c(OC)c1C(=O)NC(=O)Nc1nc(C)cc(C)n1 | i | i | 0.5 | 0 | i | i | 4 | i | i | i | i
Cc1cc(=S)c2cccc(C)c2[nH]1 | i | i | -0.1 | 25 | i | i | -4 | i | i | i | i
Cc1occc1C(=O)NCCCc1ccccc1 | i | i | 0.7 | 4 | i | i | 18 | i | i | i | i
O=C(Nc1nnc(CC(=O)N2CCOCC2)s1)C1COc2ccccc2O1 (configuration not stated) | i | i | 0.1 | -1 | i | i | -1 | i | i | i | i
Cc1ccc(NC(=O)CN2C(=O)c3ccccc3S2(=O)=O)c(C)c1 | i | i | 0.8 | 1 | i | i | 2 | i | i | i | i
O=C(OCCN1C(=O)c2ccccc2C1=O)c1ccccc1 | i | i | . | . | i | i | . | i | i | i | i
Cc1ccc(C)c(OCCCN2CCNCC2)c1 | i | i | 1.6 | 1 | i | i | 4 | i | i | i | i
CCCn1c(-c2ccc(OC)cc2)nc2c(=O)n(C)c(=O)[nH]c21 | i | i | -0.3 | 8 | i | i | -21 | i | i | i | i
CCC(C)N=C1SCC(C)(/C=N/O)S1 (configuration not stated) | i | i | 0.5 | -6 | i | i | -3 | i | i | i | i
CC(=O)Nc1ccc(NC(=S)NC(=O)c2cc3ccccc3o2)cc1 | i | i | 0.7 | -6 | i | i | -3 | i | i | i | i
COC(=O)C1=C(C(=O)OC)[C@@H]2N(Cc3ccccc3)c3ccccc3[C@@]23C[C@@H](C(=O)OC)N(C(=O)c2cccs2)C3=N1 | i | i | 0.3 | 3 | i | i | -2 | i | i | i | i
CCOC(=O)CCC(=O)Nc1ccccc1C(N)=O | i | i | -0.3 | -1 | i | i | -4 | i | i | i | i
O=C(Nc1ccccc1)c1cnc2ccccc2n1 | i | i | 2.4 | -3 | i | i | ? | i | i | i | i
COc1cc2[nH]c(=S)nc(NCc3cccs3)c2cc1OC | i | i | -0.4 | . | i | i | 14 | i | i | i | i
CCCCn1c(N)c(N(CCC(C)C)C(=O)C2CSC3(C)CCC(=O)N23)c(=O)[nH]c1=O (configuration not stated) | i | i | -0.4 | 4 | i | i | 13 | i | i | i | i
Cc1c(C(=O)NCc2ccc3c(c2)cc(C)n3C)cccc1[N+](=O)[O-] | i | i | -0.3 | 4 | i | i | 2 | i | i | i | i
CCCOc1cc(N(CC)CC)ccc1/C=C(/C#N)c1nc2ccc(C)cc2[nH]1 | 12* | i | 1.8 | 61* | i | i | -4 | i | i | i | i
CCN(CC)C(=S)SCC(=O)c1ccc(F)cc1 | i | i | 0.3 | -2 | i | i | 5 | i | i | i | i
CC1CC1C(=O)OCC(=O)NCc1ccc(Cl)cc1 (configuration not stated) | i | i | 0.1 | 4 | i | i | 4 | i | i | i | i
CC(NC(=O)C1CCCN(S(=O)(=O)c2cccc3nonc23)C1)c1ccccc1 (configuration not stated) | i | i | 0.1 | 13 | i | i | -1 | i | i | i | i
Cc1cc(C(=O)N2CCc3ccccc3C2)no1 | i | i | 0.5 | -14 | i | i | 22 | i | i | i | i
N=c1n(CCO)c2ccccc2n1CCN1CCCCC1 | i | i | . | . | i | i | . | i | i | i | i
COc1ccc(NC(=O)C2C(c3ccccc3)C2(Cl)Cl)cc1 (configuration not stated) | i | i | 0.7 | 7 | i | i | 10 | i | i | i | i
COc1ccc(CCNC(=S)N2CCC(C(=O)c3ccc(F)cc3)CC2)cc1OC | i | i | -0.7 | 4 | i | i | 6 | i | i | i | i
C=CCN(CC=C)S(=O)(=O)c1ccc(C(=O)Nc2sc3c(c2C(N)=O)CCCCC3)cc1 | i | i | -0.3 | 7 | i | i | 7 | i | i | i | i
Nc1ccc(C(=O)OCc2csc(-c3ccccc3)n2)cc1[N+](=O)[O-] | i | i | 0.2 | 2 | i | i | -9 | i | i | i | i
COc1ccc2c(c1)[nH]c1c(=O)n(N)cnc12 | i | i | 0.2 | 0 | i | i | 1 | i | i | i | i
O=C(Cc1ccc([N+](=O)[O-])cc1)NC(C(=O)O)C(O)c1cccc([N+](=O)[O-])c1 (configuration not stated) | i | i | 1.1 | 16 | i | i | -1 | i | i | i | i
C/C(=N\Nc1nc(C(C)(C)C)cs1)c1ccc(O)cc1 | i | i | 1.8 | 5 | i | i | -2 | i | i | i | i
COc1ccc(-c2nc3ccccc3s2)cc1O | i | i | -3.8 | 0 | i | i | . | i | i | i | i
Cc1ccc(NC(=O)c2ccc(CSc3nnc(C)s3)cc2)cc1 | i | i | 1.4 | -20 | i | i | -17 | i | i | i | i
O=C(O)c1cn(-c2ccccc2)c(=O)c2ccccc12 | i | i | -2.0 | 2 | i | i | -6 | i | i | i | i
C[N+]1=C(/C=C/Nc2ccccc2Cl)C(C)(C)c2ccccc21 | i | i | -0.9 | 6 | i | i | 23 | i | i | i | i
COc1cc(NC(=O)C/C(C)=N/NC(=O)C2CCCCC2)c(OC)cc1Cl | i | i | 0.0 | -4 | i | i | -3 | i | i | i | i
COc1ccc(-c2oc3ccccc3c(=O)c2OC(=O)c2ccc(C)cc2)cc1 | i | i | 0.7 | -9 | i | i | -2 | i | i | i | i
CCOCC(=O)Nc1cc(-c2cn3cccnc3n2)ccc1C | i | i | -0.5 | -2 | i | i | 11 | i | i | i | i
COCCNC(=O)c1ccc(-c2csc(C)n2)cc1 | i | i | 2.7 | 0 | i | i | 3 | i | i | i | i
CCc1nnc(NS(=O)(=O)c2ccc(NC(=O)/C=C/c3ccccc3Cl)cc2)s1 | i | i | -0.6 | 33 | i | i | 8 | i | i | i | i
COC(=O)c1ccccc1NC(=O)n1cc(C)cn1 | i | i | -0.2 | -1 | i | i | 7 | i | i | i | i
COc1ccc(C(=O)NC2CCN(C(=S)Nc3cc(C)cc(C)c3)CC2)cc1 | i | i | -0.1 | 1 | i | i | 2 | i | i | i | i
CCC(Oc1ccccc1)C(=O)N1CCN(c2ccccn2)CC1 (configuration not stated) | i | i | 0.3 | -2 | i | i | -5 | i | i | i | i
O=C(/C=C/c1ccccc1O)c1ccco1 | i | i | -0.3 | -9 | i | i | 1 | i | i | i | i
O=C(O)c1ccc(/C=N/NC(=O)c2ccc(CN3c4cccc5cccc(c45)S3(=O)=O)cc2)cc1 | i | i | -0.5 | 28 | i | i | 16 | i | i | i | i
Cc1cc(C(=O)N/N=C\C(Br)=C\c2ccccc2)c(C)o1 | i | i | 4.8 | 7 | i | i | -4 | i | i | i | i
CC(=O)c1c(NCc2ccccc2)nc(=O)n(-c2ccccc2)c1C | i | i | 1.4 | 7 | i | i | 1 | i | i | i | i
O=C(COC(=O)Cn1cnc2ccccc2c1=O)Nc1ccc2c(c1)OCO2 | i | i | -0.8 | -5 | i | i | 1 | i | i | i | i

Record cards, as listed above. Order of values: MrgX1 PAM	MrgX1 antagonist	HIF act	SKKanGAS inh	TRPC4 block	TRPC6 activator	Platelet DG rel	TRPC6 inhibitor	RGS4 inh	MrgX1 ag	RGS4 pot
Record of COc1cc(NC(=O)C/C(C)=N/NC(=O)C2CCCCC2)c(OC)cc1Cl = i	i	0.0	-4	i	i	-3	i	i	i	i
Record of Cc1cc(C(=O)N/N=C\C(Br)=C\c2ccccc2)c(C)o1 = i	i	4.8	7	i	i	-4	i	i	i	i
